# Source: PubChem BioAssay
# ER stress surv: ER stress cell death inhibition. CSM14.1 thapsigargin ER stress survival, ATP luminescence. actives 0.33% (n = 48,000). relative survival (cellular ATP), % at 15 µg/mL (by protocol);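 active = survival measured by cellular ATP above 50% at 15 µg/ml in the first screen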;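 note: cell death triggered by about 15 µM thapsigargin; ATP read 24 h after thapsigargin was added; plate controls were thapsigargin with DMSO for no effect and DMSO without thapsigargin for full effect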
# Starred values were filed as active, the others as inactive. Some of the compounds tested. The share of hits here may be higher or lower than overall.
molecule	ER stress surv
O=C(c1ccc([N+](=O)[O-])cc1Cl)N1CCc2ccccc21	3
Cc1cc(Br)ccc1NC(=O)c1cccc([N+](=O)[O-])c1C	1
O=C(Cc1ccccc1)Nc1ccc(Cl)c(-c2nc3cc(Cl)ccc3o2)c1	10
O=c1cc(-c2ccncc2)oc2ccccc12	1
O=C(CCc1ccccc1)NCc1ccccc1Cl	4
c1ccc2c(c1)[nH]c1nc(SCCCN3CCOCC3)nnc12	-11
COc1ccc(C(=O)NCCN2CCOCC2)cc1[N+](=O)[O-]	4
O=C(NCCCO)C(=O)Nc1cccc(C(F)(F)F)c1	13
CC1(C)CC2CC(C)(CN2C(=O)c2cnn3c2NC(c2cccs2)CC3C(F)(F)F)C1 (stereo not drawn)	35
CCCOC(=O)c1cccc(NC(=O)c2cccnc2)c1	11
O=C1CC(NCc2ccc(Cl)cc2)C(=O)N1c1ccc(F)cc1 (stereo not drawn)	0
O=C(NC1CCS(=O)(=O)C1)/C(=C\c1ccc(Br)cc1)NC(=O)c1ccccc1 (stereo not drawn)	6
C=C1CSc2nc(=O)c3c4c(sc3n21)CCCC4	-2
O=C(N/N=C\c1cn(-c2ccccc2)nc1-c1ccccc1)c1ccc(Br)cc1	6
Cc1ccc(/C=C2\SC(=S)N(Nc3ccccc3)C2=O)o1	15
O=C1N=c2ccccc2=C1c1sc(=S)n(NC(=O)c2ccccc2Br)c1O	2
COC(=O)CCC(=O)Nc1cc(C)ccc1C	5
O=C1C(=Cc2ccc(O)c(Cl)c2)C(=O)c2ccccc21	7
CCOC(=O)C1=C(C)N=c2s/c(=C\c3cccc([N+](=O)[O-])c3)c(=O)n2C1c1cccc(OC)c1 (stereo not drawn)	4
O/N=C1/C2C3CC4C2/C(=N\O)C2C1C3C42 (stereo not drawn)	4

# Entries from the list above that contain a thiophene ring, fused or not, in the order listed:
molecule	ER stress surv
CC1(C)CC2CC(C)(CN2C(=O)c2cnn3c2NC(c2cccs2)CC3C(F)(F)F)C1 (stereo not drawn)	35
C=C1CSc2nc(=O)c3c4c(sc3n21)CCCC4	-2

# Continued:
molecule	ER stress surv
COc1ccc(NC(=O)c2nc[nH]c2C(=O)Nc2ccc(OC)cc2)cc1	-2
O=C1C2ON(c3ccc(Cl)cc3)C(c3ccc(F)cc3)C2C(=O)N1c1ccccc1 (stereo not drawn)	-6
CCOc1ccc(NC(=O)/C(C#N)=C\c2c(C)[nH]c3ccccc23)cc1	9
CC1CCN(C(=O)COc2ccc(-c3ccccc3)cc2)CC1	0
C/C(=N\N=C(/N)SC1CC(=O)N(c2cccc(Cl)c2)C1=O)c1ccc(F)cc1 (stereo not drawn)	-2
Cc1ccc(NC(=O)c2ccc(S(=O)(=O)N3CCCCC3)cc2)c(C(=O)c2ccccc2)c1	3
Cc1nc2c(C)cccc2c2c1CC(C(C)(Cl)Br)O2 (stereo not drawn)	-6
O=C(COc1ccccc1)Nc1nn[nH]n1	17
CCOc1cc(/C=c2/sc3nc4ccccc4n3c2=O)ccc1OS(=O)(=O)c1ccc(C)cc1	3
CCCCNC(=O)c1cc2nc(-c3ccc(OCC)cc3)cc(C)n2n1	-1
O=C1CC(N2CCC(Cc3ccccc3)CC2)C(=O)N1c1cccc(Cl)c1 (stereo not drawn)	6
CC(NC(=O)/C(C#N)=C/c1ccc(N(C)C)cc1)c1ccccc1 (stereo not drawn)	10
O=C(c1sc2ccccc2c1Cl)N1CCN(C/C=C/c2ccccc2)CC1	42
CCOC(=O)N1CCN(C(=O)Nc2ccc3nc(-c4ccccc4)c(-c4ccccc4)nc3c2)CC1	5
O=c1/c(=C/C=C/c2ccccc2Cl)sc2nc3ccccc3n12	1
Nc1ncc(Cc2ccc(F)cc2)s1	6
O=C1/C(=C/C(Cl)=C/c2ccc([N+](=O)[O-])cc2)SC(=S)N1c1ccc(O)cc1	0
O=C(c1cccc(Br)c1)N1CCCCC1	4
O=C(Nc1cccc(C(F)(F)F)c1)c1ccc(I)cc1	2
CC(C)c1ccc(/C=C2/SC(=S)N(c3cccc(Cl)c3)C2=O)cc1	2

# Part of the list above, as labelled records:
O=C(COc1ccccc1)Nc1nn[nH]n1
  ER stress surv: 17

CCOc1cc(/C=c2/sc3nc4ccccc4n3c2=O)ccc1OS(=O)(=O)c1ccc(C)cc1
  ER stress surv: 3

CCCCNC(=O)c1cc2nc(-c3ccc(OCC)cc3)cc(C)n2n1
  ER stress surv: -1

O=C1CC(N2CCC(Cc3ccccc3)CC2)C(=O)N1c1cccc(Cl)c1 (stereo not drawn)
  ER stress surv: 6

# (next part)
molecule	ER stress surv
Cc1ccc(S(=O)(=O)Nc2ccccc2-c2ccccc2)cc1[N+](=O)[O-]	2
COc1ccc(N(CC(=O)Nc2ccc(Br)cc2)S(=O)(=O)c2ccc(C)cc2)c(OC)c1	5
O=C(Nc1ccccc1)Nc1nnc(-c2ccccc2I)s1	4
COC(=O)C1=C(O)/C(=C/c2ccc(N(C)C)cc2)N=C1C	-2
COc1ccc(/C=N/Nc2nnc3c(n2)[nH]c2ccc(C)cc23)cc1OC	9
COc1ccc(C2NC(=O)NC(C)=C2C(C)=O)cc1 (stereo not drawn)	17
O=C(c1ccccc1Cl)N1CCN(c2ccc(Cl)cc2)CC1	1
COc1ccc([N+](=O)[O-])cc1-c1ccc(C=C2C(=O)c3ccccc3C2=O)o1	4
Cc1ccc(C(=O)Nc2ccc(NC(=O)c3ccccc3Cl)cc2)cc1[N+](=O)[O-]	-4
COc1ccccc1CC(=O)N1CCN(c2cccc(Cl)c2)CC1	0
COc1cc(OC)cc(C(=O)N2CCN(C(=O)C(c3ccccc3)c3ccccc3)CC2)c1	10
COC(=O)C1=C(C)N(C)C(C)=C(C(=O)OC)C1c1ccc(F)c(Br)c1	-4
O=C(Nc1ccc(OC(F)(F)F)cc1)C(c1ccccc1)c1ccccc1	1
CN(C)c1ccc(/C=C2\SC(N3CCCC3)=NC2=O)cc1	-4
CC1=CC(C)(C)Nc2ccc(OC(=O)COc3ccc4ccccc4c3)cc21	-2
COc1ccc(-c2noc(-c3cccc([N+](=O)[O-])c3C)n2)cc1	0
COc1ccc(-c2nc(-c3cc(OC)c(O)c(OC)c3)[nH]c2-c2ccc(OC)cc2)cc1	-2
COc1ccc(CN2CCN(C3CCN(Cc4ccccc4)CC3)CC2)cc1	0
O=C(CC1OC(=O)c2ccccc21)c1ccc(I)cc1 (stereo not drawn)	-4
CCCCOc1ccc(Cc2c(O)nc(SC)[nH]c2=O)cc1	1
COc1cc(/C=C2\SC(=S)N(NC(C)=O)C2=O)cc(OC)c1OC	12
CC1=C(C(=O)OC(C)C)C(c2ccccc2Br)CC(=O)N1 (stereo not drawn)	1
O=C1C(Nc2ccccc2)=CC(Nc2ccccc2)/C1=C\c1ccccc1 (stereo not drawn)	5
COc1ccc(S(=O)(=O)Nc2ccc(C#N)cc2)cc1	3
COc1ccc(CCNC(=O)C(=O)Nc2ccccc2C)cc1	4
Cc1cccc(C(=O)Nc2ccc(Oc3ccccc3)cc2)c1	4
CCOC(=O)c1c(NC(C)=O)sc2c1CCC(C)C2 (stereo not drawn)	-4
O=C(Nc1ccc(F)cc1F)c1sc2ccccc2c1Cl	4
Cc1ccc(C(=O)N/C(=C/c2ccc(-c3ccc(Cl)cc3Cl)o2)C(=O)NCCCO)cc1	-4
O=C1c2ccccc2C(=O)N1CC(O)Cn1c2ccc(Cl)cc2c2cc(Cl)ccc21 (stereo not drawn)	8
O=C1CC(N2CCN(c3ccccc3)CC2)C(=O)N1c1ccc(F)cc1 (stereo not drawn)	12
O=C1CC(N2CCCCC2)C(=O)N1Cc1ccccc1 (stereo not drawn)	0
O=C1/C(=C\c2cc(Cl)c(O)c(Cl)c2)SC(=S)N1c1ccccc1	10
CCOc1cc(OCC)cc(C(=O)NCc2ccccc2)c1	1
CC(O)(C#CCN1CCCCC1)c1ccccc1 (stereo not drawn)	1
O=C(COc1ccc(Cl)cc1Cl)Nc1cc(-c2ccc(F)cc2)[nH]n1	12
COc1ccc(Br)cc1/C=C/C(=O)Nc1ccc(O)c(-c2nc3ccccc3o2)c1	8
Cc1ccc(SCCNC(=O)/C=C/c2ccccc2Cl)cc1	-5
Brc1ccc(-c2nc(-c3ccccc3)no2)cc1	5
O=C(O)c1ccc(NS(=O)(=O)c2cc(C(=O)O)ccc2Br)cc1	10
O=c1c(-c2nc3ccccc3s2)coc2cc(OCc3ccc([N+](=O)[O-])cc3)ccc12	-3
CN(C)c1ccc(/C=C(/C#N)C(=O)Nc2cccc(Br)c2)cc1	-3
Oc1ccc(Br)cc1CN1CCN(Cc2ccco2)CC1	-2
COc1ccc(CC(c2nc3ccccc3[nH]2)C(C)c2nc3ccccc3[nH]2)cc1 (stereo not drawn)	0
Cc1cc(/C=C2/NC(=O)NC2=O)c(C)n1-c1ccc(Br)cc1	0
CC1(C)CC(=O)C2=C(C1)Nc1ccc3ccccc3c1C2c1ccccc1F (stereo not drawn)	4
O=C1CSC(c2ccc3c(c2)OCO3)N1c1ccc(Cl)c(Cl)c1 (stereo not drawn)	-11
CCOc1c(Cl)cc(/C=C2\C(=O)NC(=O)N(c3cc(C)cc(C)c3)C2=O)cc1OC	2
O=[N+]([O-])c1ccc(S(=O)(=O)NCCc2nc3ccccc3[nH]2)cc1	5
Cc1nonc1N=Cc1ccccc1O	15
Cc1ccccc1NC(=O)C(=O)NCc1ccncc1	6
COC(=O)c1c(NC(=O)c2ccc([N+](=O)[O-])c(C)c2)sc2c1CCCCCC2	-21
CCOc1ccc(N(CC(=O)NCC(C)c2ccccc2)S(=O)(=O)c2ccccc2)cc1 (stereo not drawn)	7
O=[N+]([O-])c1ccc(NCCCN2CCOCC2)c(C(F)(F)F)c1	0
Cc1ccc2nsnc2c1NC(=O)c1ccccc1[N+](=O)[O-]	10
COc1ccc(NC(=O)c2ccc(N(Cc3ccc(Cl)cc3)S(C)(=O)=O)cc2)cc1OC	7
COC(=O)c1cn(C(=O)OC)c2ccccc12	1
COc1cc([N+](=O)[O-])ccc1-c1ccc(/C=C2\C(=O)NN(c3ccccc3)C2=O)o1	-3
Cc1ccc(-c2nc(-c3cc4cc([N+](=O)[O-])cc(Br)c4oc3=O)cs2)c(C)c1	13
Cc1cccc(NC(=O)C2CC(=O)N(c3ccc(Br)cc3)C2)n1 (stereo not drawn)	3

# Further compounds
molecule	ER stress surv
COc1cccc(CN2CCN(C3CCN(Cc4ccccc4)CC3)CC2)c1	0
CC1=C(C(=O)OCCc2ccccc2)C(c2ccc([N+](=O)[O-])s2)NC(=O)N1C (stereo not drawn)	4
CC(=O)OC1CCC2(C)C(=CCC3C2CCC2(C)C3CC3CC=CCC32C(C)=O)C1 (stereo not drawn)	4
Cc1ccnc(NC(=O)CSc2nc3ccccc3[nH]2)c1	-1
COc1ccc(-c2cc(C(=O)NC34CC5CC(CC(C5)C3)C4)c3ccccc3n2)cc1OC	8
CCOC(=O)c1c(NC(=O)c2cccc(F)c2)sc(C(=O)Nc2ccc(OC)cc2OC)c1C	1
COc1cc(C(=O)Nc2ccc3oc(-c4ccc5ccccc5c4)nc3c2)cc(OC)c1OC	-1
Cc1ccc(S(=O)(=O)Oc2ccccc2/C=C2\SC(N)=NC2=O)cc1	-2
O=S(=O)(c1cccc2cccnc12)N1CCN(C/C=C/c2ccccc2)CC1	1
CC(=O)c1ccc(NC(=O)/C=C/c2ccc(C(C)C)cc2)cc1	10
CC1(C)CC(=O)c2cnc(NC(=O)/C=C/c3cccc([N+](=O)[O-])c3)nc2C1	10
Cn1c(NC(=O)c2ccc(Cl)cc2)nc2ccccc21	2
O=C(NCCN1CCN(C(=O)c2ccc([N+](=O)[O-])cc2)CC1)C(=O)Nc1ccc(Cl)cc1	-1
CCC/C(O)=C1/C(=O)CC(C)(C)CC1=NCCCCCCN=C1CC(C)(C)CC(=O)/C1=C(/O)CCC	15
Cc1ccc2nc(-c3ccc(NC(=O)COc4ccc([N+](=O)[O-])cc4)cc3)oc2c1	2
CC1=NNC(=O)C1CC(=O)N/N=C(/C)c1cccc([N+](=O)[O-])c1 (stereo not drawn)	-4
CCc1ccc(NC(=O)C(=O)NCC2CCCO2)cc1 (stereo not drawn)	2
CS(=O)(=O)N(Cc1ccccc1)c1ccc(C(=O)N2CCN(c3ccccc3)CC2)cc1	7
COc1ccc(-c2cc(C(=O)N/N=C(\C)c3ccc([N+](=O)[O-])cc3)[nH]n2)cc1	5
Cc1cc([N+](=O)[O-])ccc1NS(=O)(=O)c1cc(Cl)ccc1Cl	4
Cc1c(NC(=O)/C=C/c2ccc(Cl)cc2)cccc1-c1nc2ncccc2o1	0
Cc1ccc(N2CC(C(=O)Nc3ccccc3Br)CC2=O)cc1 (stereo not drawn)	-2
O=c1[nH]c(N/N=C/C2CC=CCC2)nnc1-c1ccccc1 (stereo not drawn)	10
COCCCNC(=O)c1c(Cl)cccc1Cl	5
O=C(O)C1(O[N+](=O)[O-])C2CC3CC(C2)CC1C3 (stereo not drawn)	-3
CN(C)c1ccc(C(=O)N2CCN(c3ccccc3)CC2)cc1	7
COc1ccc2nc(SCC(=O)Nc3ccc(Cl)cc3)[nH]c2c1	0
O=c1[nH]c2ccc(Cl)cc2c(-c2ccccc2)c1C1=NOC(c2ccccc2)C1 (stereo not drawn)	0
O=C(NC(=S)Nc1ccc(I)cc1)c1ccco1	0
O=C(c1ccccc1)c1cc(Cl)ccc1N=Cc1ccc([N+](=O)[O-])s1	-4
